# Compound activity (PubChem)
# TRPC6 inhibitor: mouse TRPC6 channel inhibition; actives 1.1% (n = 310,000); AID 2553; B-score at 10 µM; Q61143; HEK293-TRPC6, membrane potential dye, ACh-evoked depolarization; active compounds read low;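 active means B-score under library mean minus 3 SD, initial fluorescence not abnormally high, positive integrated signal ratio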;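 further: B-score derived from integrated fluorescence ratio over the kinetic read; more negative B-score means stronger inhibition of depolarization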
# HIF activator: HIF pathway transcriptional activation | U2OS HRE-luciferase reporter, luminescence; normalized: DMSO 0%, desferrioxamine 100% | activation, % at 7.5 µM (by protocol) | actives 0.32% (n = 300,000) | AID 1910;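 active means mean activation of at least 10% of the iron chelator positive control signal, with at least half of replicates also reaching 10%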
# MrgX1 antag: human MrgX1 receptor antagonism, primary screen | MRGX1-HEK293 calcium flux, Fluo-4, BAM8-22 antagonism; active compounds read low | B-score at 10 µM | actives 1.3% (n = 310,000);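 active means calcium-response B-score plate-corrected more than 3 library SD below zero, starting fluorescence within 5 deviations, no agonist response on first addition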;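 further: peak minus trough fluorescence over baseline after final BAM8-22 challenge near maximal dose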
# RGS4 block: inhibitors of human RGS4 | P49798 | HEK293 M3R/RGS4 inducible, Fluo-4 calcium flux; active compounds read high; triggered by carbachol at its EC20 | B-score at 10 µM | actives 0.45% (n = 310,000) | AID 463165;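 active means B-score, a plate-corrected calcium signal, over three deviations above library mean, with baseline fluorescence within five deviations of library mean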;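 further: RGS4 expression induced by doxycycline in cells with stable M3 receptor; B-score is computed from the integrated fluorescence ratio over baseline after carbachol; higher B-score means a larger calcium signal and so more RGS4 inhibition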
# RGS4 act: potentiators or activators of RGS4; actives 0.92% (n = 310,000); B-score at 10 µM; AID 463111; HEK293 M3R/inducible RGS4, carbachol calcium flux Fluo4; active compounds read low;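 active means B-score of the integrated calcium signal more than 4 SD below the library mean, with starting fluorescence not abnormally high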;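 further: negative B-score means reduced calcium response which marks RGS4 activation or potentiation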
#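 Material: Inducible-RGS4 HEK293 cells carrying M3 receptor; also added: carbachol at ECmax as muscarinic agonist stimulus; incubation: compound preincubation 20 min at room temperature before agonist; signal: Fluo4-AM (2 µM) calcium-flux fluorescence, kinetic read; measure: integrated calcium ratio converted to B score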
# TRPC4 block: TRPC4 (mouse) channel inhibition; Q9QUQ5; actives 0.39% (n = 300,000); B-score at 10 µM; HEK293 TRPC4beta/mu-opioid, DAMGO-evoked Fluo4 calcium flux; active compounds read low; AID 2247;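 active means B-score over 3 SD under the library average, no early fluorescence shift, positive overall ratio signal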
# Target sequence (Q9QUQ5 whole entry, looked up): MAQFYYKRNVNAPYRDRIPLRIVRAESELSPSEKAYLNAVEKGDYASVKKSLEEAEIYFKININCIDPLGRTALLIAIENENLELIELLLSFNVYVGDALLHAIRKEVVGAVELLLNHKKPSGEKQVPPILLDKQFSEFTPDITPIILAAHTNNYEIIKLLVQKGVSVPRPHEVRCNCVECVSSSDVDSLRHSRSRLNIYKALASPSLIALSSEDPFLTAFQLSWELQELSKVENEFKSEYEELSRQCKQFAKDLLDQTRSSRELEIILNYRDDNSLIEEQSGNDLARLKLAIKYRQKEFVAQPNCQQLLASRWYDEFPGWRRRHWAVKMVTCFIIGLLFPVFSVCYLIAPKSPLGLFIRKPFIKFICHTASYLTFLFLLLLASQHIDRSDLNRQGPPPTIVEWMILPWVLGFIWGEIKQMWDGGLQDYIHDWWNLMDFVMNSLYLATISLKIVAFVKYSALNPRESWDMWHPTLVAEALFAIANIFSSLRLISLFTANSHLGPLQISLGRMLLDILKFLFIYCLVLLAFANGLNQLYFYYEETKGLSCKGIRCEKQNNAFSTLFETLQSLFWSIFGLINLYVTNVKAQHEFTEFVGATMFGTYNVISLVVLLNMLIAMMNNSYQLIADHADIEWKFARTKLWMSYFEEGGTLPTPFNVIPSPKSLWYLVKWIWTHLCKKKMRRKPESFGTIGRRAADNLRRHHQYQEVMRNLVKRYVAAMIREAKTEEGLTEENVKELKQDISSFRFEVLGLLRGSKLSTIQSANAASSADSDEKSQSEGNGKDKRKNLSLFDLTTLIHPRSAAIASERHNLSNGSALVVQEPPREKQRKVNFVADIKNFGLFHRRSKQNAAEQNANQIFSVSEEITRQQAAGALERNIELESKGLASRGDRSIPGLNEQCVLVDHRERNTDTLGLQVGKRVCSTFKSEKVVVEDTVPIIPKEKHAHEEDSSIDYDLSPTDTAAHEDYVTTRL
#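 Test system – stable TRPC4beta/mu-opioid receptor HEK293 cells · Probe or stimulus – DAMGO, a submaximal dose followed by a maximal one · Dosing – one concentration per compound · Signal – Fluo4 calcium fluorescence by kinetic imaging, 5 s 1 Hz baseline · Evaluation – per-well B score of integrated baseline-normalized Fluo4 ratio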
# MrgX1 allo act: human MrgX1 positive allosteric modulation, primary screen; Q96LB2; MrgX1-HEK293, Fluo-4 calcium flux, FDSS; active compounds read high; B-score at 10 µM; actives 0.63% (n = 310,000); AID 588675;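 active means plate-corrected calcium response at least 3 library SD above typical, normal starting fluorescence, not activating the receptor alone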;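 further: compound read alongside a low EC10 to EC30 dose of BAM8-22 agonist; peak minus trough fluorescence over baseline measured at the second addition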
# TRPC6 activator: activators of mouse TRPC6 channel; HEK293-TRPC6 membrane potential dye fluorescence; active compounds read high; Q61143; actives 0.13% (n = 310,000); B-score at 10 µM;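 active means B-score of the integrated fluorescence ratio above library mean plus 3 SD, and starting fluorescence ratio within library mean plus 5 SD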;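 further: higher score means more depolarization so channel activation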
# Platelet DG rel: modulates dense granule release in human platelets | inhibition, %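 (compounds screened at 7.5 µM in platelet-rich plasma)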 | actives 0.22% (n = 300,000) | human platelet-rich plasma, SFLLRN dense granule ATP release, luminescence;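 active means mean replicate score, as percent of positive control, at or above 50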
# SKKanGAS inh: blocks kanamycin growth of S. pyogenes SKKanGAS strain | actives 1.3% (n = 300,000) | inhibition, % at 7.5 µM | BacTiter-Glo, 6 h;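 active means mean replicate score, as percent of positive control median, at least 50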;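 further: strain carries kanamycin resistance gene driven by streptokinase promoter and grows in 40 µg/ml kanamycin; loss of luminescence reflects streptokinase promoter inhibition or plain growth inhibition; 0% = median of DMSO wells and 100% = positive control at its reference dose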
# MrgX1 ag: human MrgX1 receptor agonism, primary screen | B-score at 10 µM | Q96LB2 | MrgX1-HEK293 cells, Fluo-4 calcium fluorescence, agonist mode; active compounds read high | AID 588627 | actives 0.44% (n = 310,000);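 active means calcium response B-score plate-corrected fluorescence ratio at least 3 library SD, with starting fluorescence B-score inside 5 SD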
#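 Assay system: stable human MrgX1 HEK293 cell line. Quantity: 15,000 cells per well. Schedule: cells plated overnight, dye loaded 0.5 h 37 °C, 0.5 h room temperature. Detection: Fluo-4 NW calcium-flux fluorescence, kinetic read. Read-out basis: peak-minus-minimum fluorescence over baseline, converted to B scores. Control set: positive and negative control wells on each plate.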
# Starred values were filed as active, the others as inactive; i = inactive; . = not tested or not shown.
SMILES,TRPC6 inhibitor,HIF activator,MrgX1 antag,RGS4 block,RGS4 act,TRPC4 block,MrgX1 allo act,TRPC6 activator,Platelet DG rel,SKKanGAS inh,MrgX1 ag
COn1c(-c2ccc(Cl)cc2)nc2ccc(Cl)cc21,i,2.2,i,i,i,i,i,i,-11.9,-4.9,i
COc1ccc2nc(NC(=O)CSc3ccccc3)sc2c1,i,1.9,i,i,i,i,i,i,4.8,-2.0,i
C[C@]12C=CC(=O)C=C1CC[C@@H]1C2=CC[C@]2(C)[C@@H](C(=O)CN3CCN(c4cc(N5CCCC5)nc(N5CCCC5)n4)CC3)CC[C@@H]12,-6.69*,-0.1,i,i,i,i,i,i,1.6,21.8,37.8*
Cc1nc2ccc(S(=O)(=O)NCC(=O)N3CCC(C)CC3)cc2s1,i,0.0,i,i,i,i,i,i,-15.6,2.4,i
CCC(C)(C)NC(=O)C(c1ccc(OC)cc1)N(Cc1ccco1)C(=O)CCC(=O)Nc1cc(C)on1 (stereo not drawn),i,0.0,i,i,i,i,i,i,-1.8,9.2,i
CC(C)(C)c1ccc(C(=O)N/C(=C\c2ccco2)C(=O)O)cc1,i,-1.7,i,i,i,i,i,i,1.5,3.7,i
O=C(Nc1nc(-c2ccccc2)ns1)c1cccs1,i,0.8,i,i,i,i,7.47*,i,-11.1,22.7,i
CCCCn1c(N)c(N(CC(C)C)C(=O)CN2C(=O)NC3(CC(C)CC(C)(C)C3)C2=O)c(=O)[nH]c1=O (stereo not drawn),i,0.7,i,i,i,i,i,i,0.6,-2.3,i
FC(F)(F)c1ccc(N2CCOCC2)c(NC2=NCCCCC2)c1,i,-0.3,i,i,i,i,i,i,-2.7,-3.7,i
Cc1ccc(NC(=S)NC(=O)/C=C/c2ccco2)c(O)c1,i,0.1,i,i,i,i,i,i,16.1,8.2,i
COC(=O)C1CCN(C(=O)/C=C/c2ccccc2)CC1,i,1.2,i,i,i,i,i,i,5.2,-5.2,i
COc1cccc(NC(=O)CSc2nnc(Cc3ccc(OC)c(OC)c3)o2)c1,i,-1.2,i,i,i,i,10.7*,i,-4.1,-5.1,i
COc1ccccc1OCC(=O)N1CCCC(Nc2ccc(F)c(F)c2)C1 (stereo not drawn),i,-0.7,i,i,i,i,i,i,3.1,-3.8,i
Cc1cc(C)n(Cc2cc(C(=O)O)c3ccccc3n2)n1,i,0.2,i,i,i,i,i,i,8.6,2.6,i
S=c1[nH]cnc2scc(-c3ccccc3)c12,i,-0.6,i,i,i,i,i,i,-8.5,0.5,i
COc1ccc(C2Nc3ccccc3C(=O)N2Cc2ccccc2)cc1COc1ccccn1 (stereo not drawn),i,-0.4,i,i,i,i,i,i,-9.2,-9.3,i
O=C(COCc1nc2ccccc2c(=O)[nH]1)NC1CCCC1,i,-0.1,i,i,i,i,i,i,-5.0,-6.9,i
Cc1ccc(Nc2ncnc3c2cnn3C)cc1,i,0.1,i,i,i,i,i,i,1.3,17.0,i
CCOc1ccc(S(=O)(=O)Nc2cccc(C(=O)NCC(C)(C)N3CCOCC3)c2)cc1,i,0.0,i,i,i,i,i,i,8.0,-2.8,i
CC(C)c1cc(Nc2cccc(O)c2)cc(C(C)C)c1O,i,-0.2,i,i,i,i,i,i,2.5,15.2,i
C=C1CCN([C@@H](CC(C)C)C(=O)NCCCc2ccccc2)S(=O)(=O)c2ccccc21,i,2.1,i,i,i,i,i,i,2.6,1.3,i
O=C(CN1C(=O)CSc2ccc(S(=O)(=O)N3CCOCC3)cc21)NCc1ccc(Cl)cc1,i,0.2,i,i,i,i,i,i,-16.1,9.1,i
COC(=O)c1cc(OC)c(OC)cc1NC(=O)C1CCC(=O)N1S(=O)(=O)c1ccc(C)cc1 (stereo not drawn),i,-1.0,i,i,i,i,i,i,4.7,-4.3,i
COc1ccc(Cl)cc1NC(=O)CN1CCCC1,i,0.1,i,i,i,i,i,i,10.4,-0.8,i
CN(C(=S)Nc1ccc(SC(F)F)cc1)C(c1ccccc1)c1ccccc1,i,0.6,i,i,-7.37*,i,i,i,3.4,21.5,i
ClCC1NCC(c2ccccc2Cl)c2c1[nH]c1ccccc21 (stereo not drawn),i,-3.2,i,i,i,i,i,i,0.4,9.6,i
O=C(CSc1ccsc1[N+](=O)[O-])NCc1ccccc1,i,3.1,i,i,i,i,i,i,5.0,0.8,i
Cc1ccc(C(=O)/C=C/c2ccccc2)o1,i,2.0,i,i,i,i,i,i,5.3,-2.6,27.6*
CCOC(=O)c1ccc(N=C2S/C(=C\c3cc(C)n(-c4cccnc4)c3C)C(=O)N2C)cc1,i,0.2,i,i,i,i,i,i,-0.8,14.5,i
C[C@H]1CN=C(Nc2ccccc2)N1CCC1CCCC1,i,0.1,i,i,i,i,i,i,-5.2,0.4,i
CN(CCCC(=O)Nc1ccc(OC(F)F)cc1)S(=O)(=O)c1ccc(F)cc1,i,-2.0,i,i,i,i,i,i,-8.7,-3.7,i
O=C(COc1ccccc1)Nc1nc2cc3c(cc2s1)OCO3,i,0.6,i,i,i,i,i,i,-0.3,28.9,i
O=C(OCN1C(=O)C(=O)c2ccccc21)c1ccc(Cl)cc1,i,-7.9,i,i,i,i,i,i,0.9,1.4,i
CCc1noc(C)c1C(=O)N1CCCC(C(=O)c2cc(F)ccc2OC)C1 (stereo not drawn),i,0.4,i,i,i,i,i,i,5.6,1.4,i
Cc1ccc(S(=O)(=O)NC(=NC(Cc2ccccc2)C(=O)O)c2ccccc2)cc1 (stereo not drawn),i,0.3,i,i,i,i,i,i,4.2,-1.7,i
COCCC1CCCCN1C(=O)c1cc(COc2ccc(-n3cncn3)cc2)on1 (stereo not drawn),i,0.8,i,i,i,i,i,i,9.1,-3.2,i
COc1ccc(C2=NS(=O)(=O)N(C)C(C(=O)NCc3ccccn3)=C2)cc1OC,i,-0.1,i,i,i,i,i,i,0.7,-0.6,i
CCOC(=O)c1ccc(Oc2nc(N(C)C)nc(N(C)C)n2)cc1,i,1.0,i,i,i,i,i,i,6.3,0.8,i
Cn1c(CN2CCOCC2)nnc1SCC(=O)Nc1cc(Cl)ccc1Cl,i,-0.2,i,i,i,i,i,i,-33.9,-3.6,i
Cc1ccc(C(=O)OCC(=O)NNC(=O)c2cccs2)c(O)c1,i,0.3,i,i,i,i,i,i,2.2,-15.4,i
C/C=C/c1ccc(Oc2nnnn2-c2ccc(C(=O)O)cc2)c(OC)c1,i,-1.0,-4.64*,i,i,i,i,i,-3.2,22.5,i
COc1ccc([N+](=O)[O-])cc1NC(=O)CSc1nccc(C)n1,i,-0.1,i,i,i,i,i,i,1.9,7.0,i
CN1CCN(C(=S)c2cn(CCOc3ccccc3)c3ccccc23)CC1,i,0.1,i,i,i,i,i,i,1.6,-9.7,i
O=C(NCCc1c[nH]c2ccccc12)c1ccc(Cl)cc1,i,1.4,i,i,i,i,i,i,3.0,2.8,i
Oc1ccccc1C1N=C(c2ccccc2)NC(c2ccccc2)=N1,i,-0.1,i,i,i,i,i,i,-5.7,-18.8,i
CC12CN3CCN(CC(C3)C1(O)CN1CCOCC1)C2 (stereo not drawn),.,0.0,i,.,.,.,i,.,-2.0,-0.1,i
COC(CNC(=O)CCCn1nnnc1CN1CCOCC1)c1cccs1 (stereo not drawn),i,-1.4,.,i,i,i,.,i,-5.9,-2.6,.
CCN1CCCC1CNC(=O)c1ccc2c(c1)NC(=O)/C(=C\c1ccc(C)cc1)S2 (stereo not drawn),i,-2.3,i,i,i,i,i,i,-1.4,9.2,i
c1ccc(-c2nnc3ccc(N4CCCC4)nn23)cc1,i,-0.3,i,i,i,i,i,i,-18.2,-6.0,i
C=CCOc1nc2c(c(=O)n(C)c(=O)n2C)n1Cc1c(Cl)cccc1Cl,i,-0.3,i,i,i,i,i,i,32.9,-0.6,i
O=C(NC1CCCc2ccccc21)c1ccccc1OC(F)F (stereo not drawn),i,-0.2,i,i,i,i,i,i,3.7,-1.5,i
Cc1ccc(S(=O)(=O)N[C@H](C(=O)N2CCC(C(=O)NCC(=O)O)CC2)C(C)C)cc1,i,0.2,i,i,i,i,i,i,-4.9,-18.4,i
CCOc1ccc(Cn2c(SCCCCC#N)nc3c2c(=O)n(C)c(=O)n3C)cc1OCC,i,-0.5,i,i,i,-5*,i,i,-1.8,-5.4,i
Cc1c(Cl)cccc1NS(=O)(=O)c1cn(C)c(=O)n(C)c1=O,i,-0.3,i,i,i,i,i,i,2.7,-5.5,i
Cc1ccc(C(=O)CC(=O)c2ccc(C)cc2O)cc1,i,7.8,i,i,i,i,i,i,4.4,61.7*,i
CCn1c(COc2cccc(C)c2C)nnc1SCC(=O)Nc1cc(C)on1,i,0.1,i,i,i,i,i,i,-6.3,9.1,i
COCCn1c(SCC(=O)Nc2ccc(Cl)c(S(=O)(=O)N(C)C)c2)nc2ccccc21,i,-0.6,i,i,i,i,i,i,-0.8,-1.4,i
COCCNC(=O)c1noc2c1CCc1cc(OC)ccc1-2,i,2.6,i,i,i,i,i,i,-16.6,-9.1,i
CNC(=O)c1cc2cc(Br)ccc2s1,i,-0.1,i,i,i,i,i,i,-14.7,15.8,i
CCc1nc2ccccc2n1CC(=O)N1CCN(S(=O)(=O)c2cccc(C(F)(F)F)c2)CC1,i,-0.1,i,i,i,i,i,i,6.4,3.9,i
# (list continues)
SMILES,TRPC6 inhibitor,HIF activator,MrgX1 antag,RGS4 block,RGS4 act,TRPC4 block,MrgX1 allo act,TRPC6 activator,Platelet DG rel,SKKanGAS inh,MrgX1 ag
COc1ccc(N(CC(=O)N2CCN(C)CC2)S(C)(=O)=O)cc1OC,i,-0.9,i,i,i,i,i,i,6.7,-0.9,i
O=C(N/N=C/c1ccccn1)c1cc(-c2ccc(Cl)cc2)nc2ccccc12,i,3.4,i,i,i,i,i,i,6.8,61.5*,i
CCN(CC)S(=O)(=O)C1CCS(=O)(=O)C1 (stereo not drawn),i,0.0,i,i,i,i,i,i,5.3,-6.5,i
Cn1cnnc1Sc1cc(N2CCN(S(=O)(=O)c3ccccc3)CC2)ccc1[N+](=O)[O-],i,0.5,i,i,i,i,i,i,-7.0,0.8,i
Cc1ccc2c(c1)N(CCC(=O)NC(C)C)C(=O)CO2,i,-0.1,i,i,i,i,i,i,-1.4,-1.5,i
CC(OC(=O)c1cc2sccc2n1C)C(=O)NCc1ccc2c(c1)OCO2 (stereo not drawn),i,0.0,i,i,i,i,i,i,1.4,-12.2,i

# Rows were taken by chance; about 6.1% have a hit in one of these screens.
